Screening data as filed in PubChem BioAssay.
TRb-SRC2 inh – qHTS for Inhibitors of the Interaction of Thyroid Hormone Receptor and Steroid Receptor Coregulator 2; TRbeta-SRC2 peptide binding, fluorescence polarization; receptor liganded with 1 µM T3; actives 0.065% (n = 280,000); Potency, µM (series often up to 106 µM), for inactives: at the highest dose activity change, negative = inhibition, actives largely listed as inhibitors; Thyroid hormone receptor beta (Homo sapiens), P10828;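 further: plate controls were bound peptide for no effect and peptide without receptor for full effect; nearly all actives have a fitted effect of over 50% in size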
Target sequence (P10828 whole entry, looked up): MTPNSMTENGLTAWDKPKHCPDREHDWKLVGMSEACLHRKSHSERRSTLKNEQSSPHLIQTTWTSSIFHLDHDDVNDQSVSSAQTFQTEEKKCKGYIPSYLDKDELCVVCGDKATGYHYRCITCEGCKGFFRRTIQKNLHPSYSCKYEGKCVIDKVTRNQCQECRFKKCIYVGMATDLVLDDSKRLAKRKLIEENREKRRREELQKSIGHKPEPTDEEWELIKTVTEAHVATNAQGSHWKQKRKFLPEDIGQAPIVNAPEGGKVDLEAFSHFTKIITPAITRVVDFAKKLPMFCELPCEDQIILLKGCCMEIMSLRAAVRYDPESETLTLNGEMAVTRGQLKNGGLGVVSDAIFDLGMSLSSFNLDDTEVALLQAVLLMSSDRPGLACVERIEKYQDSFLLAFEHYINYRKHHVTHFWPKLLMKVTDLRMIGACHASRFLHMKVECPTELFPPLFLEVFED
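Compounds were added to 0.6 uM TRb ligand-binding domain and 20 nM Texas Red-labeled SRC2 peptide in Tris buffer containing 1 uM T3, incubated 5 hr at ambient temperature, then read by fluorescence polarization.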
GLA spleen mod – qHTS Assay for Inhibitors and Activators of Human alpha-Galactosidase From Spleen Homogenate; Alpha-galactosidase A (Homo sapiens), P06280; human spleen homogenate, 4MU-alpha-Gal fluorescence, 40 min; Potency, µM (titrated, usually from 80 µM), for the others: top-dose activity change, negative = inhibition, usual class: inhibitors; actives 0.008% (n = 240,000); AID 2107, 2009;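 further: 0% = enzyme with vehicle and -100% = no enzyme basal signal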
Target sequence (P06280 32-429 limits assumed): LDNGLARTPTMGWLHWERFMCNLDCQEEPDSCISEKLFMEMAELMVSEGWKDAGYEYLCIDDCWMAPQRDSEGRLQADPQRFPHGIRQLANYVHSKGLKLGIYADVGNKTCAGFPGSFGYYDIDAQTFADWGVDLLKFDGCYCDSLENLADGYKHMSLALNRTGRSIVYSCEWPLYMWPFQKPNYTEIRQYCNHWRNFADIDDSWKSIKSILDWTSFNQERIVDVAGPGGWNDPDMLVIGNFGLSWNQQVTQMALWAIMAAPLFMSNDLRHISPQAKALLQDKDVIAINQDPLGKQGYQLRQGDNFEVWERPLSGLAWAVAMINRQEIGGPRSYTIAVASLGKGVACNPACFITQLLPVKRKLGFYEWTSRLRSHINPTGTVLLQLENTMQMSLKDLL
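Spleen homogenate 1 ug + cpd (titration) + 4-MU-alpha-D-galactopyranoside 1 mM; 37C 40 min; 50 mM citrate/phosphate pH 5.0, 0.01% Tween-20; stop pH 10; fluorescence 365/440; AC50 via Hill.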
ALDH1A1 block – qHTS Assay for Inhibitors of Aldehyde Dehydrogenase 1 (ALDH1A1) | Aldehyde dehydrogenase 1A1 (Homo sapiens), P00352 | Purified ALDH1A1, NADH fluorescence, propionaldehyde substrate | Potency, µM (doses to about 75.3 µM), without a hit: at the top dose activity, negative = inhibition, most hits filed as inhibitors | actives 7.3% (n = 220,000) | AID 1030, 2008; active means well fitted inhibition curve with a large enough effect, not every such curve was filed as active; inconclusive means small, poorly fitted or top-dose-only effect, or another doubt; inactive means no such curve, though single readings can be large or run the other way;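 further: plate controls were no enzyme wells and a reference inhibitor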
Tau fluor counter – Counterscreen qHTS for Inhibitors of Tau Fibril Formation, Fluorescence Polarization | Potency, µM (doses to about 57.7 µM), without a hit: at the top dose activity change, negative = decrease | tau K18 P301L Alexa594 fluorescence, heparin fibrillization | actives 0.93% (n = 280,000); further: nearly all actives have a fitted effect of over 55% in size
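Human K18 P301L tau (15 uM unlabeled plus 0.24 uM Alexa 594-labeled, final) in 100 mM sodium acetate pH 7 was mixed with compound and 20 uM heparin and incubated 6 hr at 37 C.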
L3MBTL1 block – qHTS Assay for the Inhibitors of L3MBTL1; Lethal(3)malignant brain tumor-like protein 1 (Homo sapiens), Q9Y468; AlphaScreen L3MBTL1–H3K9me1 peptide binding; Potency, µM (titrated, usually from 57.1 µM), for inactives: top-dose activity, negative = inhibition, hits mostly inhibitors; actives 0.66% (n = 230,000); AID 485360, 2010; further: nearly all actives have a fitted effect of over 60% in size
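AlphaScreen assay: L3MBTL1 (50 nM final) was preincubated 30 min at room temperature with biotinylated H3(1-15)K9me1 peptide (75 nM final), then 30 min with library compounds; streptavidin donor and nickel chelate acceptor beads (10 ug/mL final) added, 30 min dark.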
TexasRed fluor – Total Fluorescence Counterscreen for Inhibitors of the Interaction of Thyroid Hormone Receptor and Steroid Receptor Coregulator 2; TRb/SRC2 Texas Red total fluorescence interference; Potency, µM (highest dose often 106 µM), for inactives: at the top dose fluorescence change, negative = quenching; actives 0.29% (n = 280,000); active means well fitted curve in either direction with a large enough effect; inconclusive means small, poorly fitted or top-dose-only effect
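Human TRb ligand-binding domain at 0.6 uM with 20 nM Texas Red SRC2 peptide in Tris buffer containing 1 uM T3 and 5% DMSO, incubated with compound 5 h at ambient temperature. Total fluorescence (555/632 nm) calculated as parallel + 2 × perpendicular.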
Tau FP inhib – qHTS for Inhibitors of Tau Fibril Formation, Fluorescence Polarization | Microtubule-associated protein tau (Homo sapiens), P10636 | K18 P301L tau heparin fibrillization, Alexa594 FP, 6 h | Potency, µM (top dose mostly 57.7 µM), for inactives: at the highest dose activity, negative = inhibition, actives largely listed as inhibitors | actives 0.39% (n = 280,000) | AID 1468, 2008; further: nearly all actives have a fitted effect of over 55% in size
Target sequence (P10636 561-689 P618L limits assumed): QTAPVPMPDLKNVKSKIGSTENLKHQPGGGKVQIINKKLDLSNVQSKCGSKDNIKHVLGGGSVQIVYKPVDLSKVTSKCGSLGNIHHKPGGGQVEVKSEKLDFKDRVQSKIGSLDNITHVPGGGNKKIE
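Steps: dispense K18 P301L tau (15 uM plus 0.24 uM Alexa 594 tracer, final) in pH 7 sodium acetate; add compound; add heparin (20 uM final); incubate 6 hr, 37 C; add ThT (30 uM final); after 1 hr ambient, read FP.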
Tau ThT inhib – qHTS for Inhibitors of Tau Fibril Formation, Thioflavin T Binding | recombinant tau K18 P301L (four-repeat tau fragment), heparin-induced fibrillization, ThT fluorescence | Potency, µM (highest dose often 57.4 µM), for the others: top-dose activity, negative = inhibition, hits mostly inhibitors | actives 2.1% (n = 270,000); further: nearly all actives have a fitted effect of over 55% in size
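K18 P301L tau (15 uM + 0.24 uM Alexa 594-tagged), heparin 20 uM, NaOAc pH 7, 6 h 37 C; ThT 30 uM, 1 h RT, ex 450/em 510 nm.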
The depositor's hits bear a star; ? = inconclusive; nt = not tested or not shown; [ ] = remark or other dose. Unless noted, the call rests on the fitted dose curve; in most records, active means well fitted curve in the direction sought with a large enough effect; inconclusive means small, poorly fitted or top-dose-only effect, or another doubt; inactive means no such curve, though single readings can be large; an effect the other way counts as inactive or inconclusive. Unless noted, on the % scale 0 is the no-effect control and ±100 the full control effect; potency means the concentration at half of the fitted maximal effect.

SMILES	TRb-SRC2 inh	GLA spleen mod	ALDH1A1 block	Tau fluor counter	L3MBTL1 block	TexasRed fluor	Tau FP inhib	Tau ThT inhib
C[C@@H](C(=O)Nc1ccc2ccccc2c1)[C@@H]1C[C@@]1(C)[C@@H](NC(=O)OCc1ccccc1)c1ccccc1	5%	-2%	1%	-18%	-3%	0%	-14%	4%
O=C(c1cccc(C(F)(F)F)c1)N1CCN(c2cc(=O)[nH]nc2-c2ccccc2)CC1	3%	0%	3µM*	-5%	1%	-1%	-6%	5%
Cn1nc(C(=O)NCc2ccccc2Cl)c2c1-c1ccccc1S(=O)(=O)C2	-28%	nt	nt	-2%	nt	100µM*[quencher]	2%	-5%
COc1ccc(CCNC(=O)CCn2c(=O)c3ccccc3n(Cc3ccccc3F)c2=O)cc1OC	-1%	nt	nt	-7%	nt	?	-6%	-6%
COC(=O)C(C(=O)NCC1CCCO1)C1CCCC1 (stereo unspecified)	-8%	-4%	6%	2%	nt	-2%	6%	-8%
CN(CCC#N)C(=S)Nc1ccc(Oc2ccccc2)cc1	2%	1%	-1%	-13%	-5%	1%	16%	-9%
CCn1c(CNC(=O)C23CC4CC(CC(C4)C2)C3)nnc1SCC(=O)Nc1ccc(OC)cc1	-1%	nt	nt	-11%	nt	0%	7%	-2%
COc1ccc(S(=O)(=O)N2CCN(Cc3nc4ccc(C)cc4o3)CC2)cc1OC	-8%	nt	nt	6%	nt	-1%	5%	7%
COC(=O)c1ccc(NC(=S)NCCC2=CCCCC2)cc1	8%	6%	?	?	-3%	2%	?	6%
Cc1ccccc1Nc1sc(C(=O)c2ccccc2)c(N)c1S(C)(=O)=O	-9%	nt	nt	-7%	nt	-4%	-5%	-1%
COc1ccc(CCN2C(=O)C3C4CC(C5C(C(=O)O)=NOC45)C3C2=O)cc1OC (stereo unspecified)	1%	10%	6%	3%	nt	-4%	3%	-1%
CC(=O)NCC(=O)OCC(=O)c1ccc(Cl)cc1	-1%	0%	-8%	7%	41%[activator]	2%	14%	11%
Cc1ccc(CSc2nc3cc(C(=O)NC4CCCC4)ccc3c(=O)n2Cc2ccccc2)cc1	-2%	nt	nt	-3%	nt	-3%	-3%	-2%
Cc1cc(C)c2oc(-c3cccc(NC(=O)c4ccc(-c5cccc([N+](=O)[O-])c5)o4)c3)nc2c1	6%	nt	nt	?	nt	-5%	12%	?
CCOC(=O)C(C(=O)OCC)N(C#N)c1nc(OC)nc(N(C)C)n1	7%	3%	?	3%	nt	-1%	-3%	-15%
COc1ccc(OC)c(NS(=O)(=O)Cc2ccccc2)c1	0%	5%	?	-21%	-8%	-1%	8%	-9%
CCc1ccccc1NC1Nc2cc(C)nn2S1 (stereo unspecified)	7%	-2%	?	-9%	nt	-3%	3%	-8%
CSC1=N/C(=C\c2ccccc2Cl)C(=O)N1N(C)C	-4%	-20%	18µM*	-27%	-20%	-6%	?	?
Cc1ccc(-n2c3c(c(=O)[nH]c2=O)C(C(F)(F)F)(C(F)(F)F)NC(=O)N3)cc1	-18%	-4%	-5%	4%	8%	0%	2%	1%
COC(=O)c1nnn(-c2nonc2N)c1COc1ccc(C=O)cc1OC	-2%	-15%	?	-5%	3%	-3%	-5%	-6%

In the list so far, these have an NH in an aromatic ring:
SMILES	TRb-SRC2 inh	GLA spleen mod	ALDH1A1 block	Tau fluor counter	L3MBTL1 block	TexasRed fluor	Tau FP inhib	Tau ThT inhib
O=C(c1cccc(C(F)(F)F)c1)N1CCN(c2cc(=O)[nH]nc2-c2ccccc2)CC1	3%	0%	3µM*	-5%	1%	-1%	-6%	5%
Cc1ccc(-n2c3c(c(=O)[nH]c2=O)C(C(F)(F)F)(C(F)(F)F)NC(=O)N3)cc1	-18%	-4%	-5%	4%	8%	0%	2%	1%

Part of the list above, with each value named.
SMILES: CN(CCC#N)C(=S)Nc1ccc(Oc2ccccc2)cc1
  TRb-SRC2 inh: 2%
  GLA spleen mod: 1%
  ALDH1A1 block: -1%
  Tau fluor counter: -13%
  L3MBTL1 block: -5%
  TexasRed fluor: 1%
  Tau FP inhib: 16%
  Tau ThT inhib: -9%
SMILES: Cc1cc(C)c2oc(-c3cccc(NC(=O)c4ccc(-c5cccc([N+](=O)[O-])c5)o4)c3)nc2c1
  TRb-SRC2 inh: 6%
  GLA spleen mod: nt
  ALDH1A1 block: nt
  Tau fluor counter: ?
  L3MBTL1 block: nt
  TexasRed fluor: -5%
  Tau FP inhib: 12%
  Tau ThT inhib: ?

4 entries from above, set out differently:
compound,TRb-SRC2 inh,GLA spleen mod,ALDH1A1 block,Tau fluor counter,L3MBTL1 block,TexasRed fluor,Tau FP inhib,Tau ThT inhib
Cc1ccccc1Nc1sc(C(=O)c2ccccc2)c(N)c1S(C)(=O)=O,-9%,nt,nt,-7%,nt,-4%,-5%,-1%
COc1ccc(CCN2C(=O)C3C4CC(C5C(C(=O)O)=NOC45)C3C2=O)cc1OC (stereo unspecified),1%,10%,6%,3%,nt,-4%,3%,-1%
CC(=O)NCC(=O)OCC(=O)c1ccc(Cl)cc1,-1%,0%,-8%,7%,41%[activator],2%,14%,11%
Cc1ccc(CSc2nc3cc(C(=O)NC4CCCC4)ccc3c(=O)n2Cc2ccccc2)cc1,-2%,nt,nt,-3%,nt,-3%,-3%,-2%

Continuation:
SMILES	TRb-SRC2 inh	GLA spleen mod	ALDH1A1 block	Tau fluor counter	L3MBTL1 block	TexasRed fluor	Tau FP inhib	Tau ThT inhib
O=C(NCC1(c2ccccc2)CCOCC1)c1cccs1	-3%	4%	6%	-7%	3%	-1%	-4%	-4%
Cn1c(NC(=O)/C=C/c2c(F)cccc2Cl)cc(=O)n(C)c1=O	0%	1%	1%	-5%	nt	-6%	-1%	-6%
COc1ccc(CCC(C)Nc2ccc(F)c(F)c2)cc1 (stereo unspecified)	3%	2%	?	?	51%[activator]	-1%	-1%	?
CCOC(=O)N1CCN(C2OC(=O)c3ccccc32)CC1 (stereo unspecified)	-2%	-2%	-4%	1%	7%	-2%	0%	-8%
COc1cc(-c2nc(CN3CCN(CC(C)C)C(=O)[C@@H]3C)c(C)o2)ccc1F	-7%	-6%	5%	2%	-19%	0%	8%	-6%
COc1cc(C(=O)Nc2ccc(OCc3cc(=O)n4cc(C)sc4n3)cc2)cc(OC)c1OC	-5%	nt	nt	-7%	nt	-1%	-5%	-10%
COc1ccc2[nH]c(=O)c(CN(CC3CCCO3)S(=O)(=O)c3ccccc3)cc2c1 (stereo unspecified)	2%	10%	?	-10%	9%	0%	-5%	-6%
Cc1ccc(SCc2nnc(N)s2)cc1	-1%	-3%	4%	-6%	5%	-5%	5%	-7%
CC(=O)[C@@]1(O)CC[C@H]2[C@H]3C[C@@H](C)C4=CC(=O)C=C[C@]4(C)[C@@]3(F)[C@@H](O)C[C@]21C	12%[53 µM]	6%[29.1 µM]	-6%[20.9 µM]	nt	nt	0%[53 µM]	nt	nt
COCCNC(=O)C1CC(c2ccc([N+](=O)[O-])cc2)=NO1 (stereo unspecified)	1%	0%	19%	-6%	1%	3%	-7%	-1%
S=C(Nc1ccc2cn[nH]c2c1)Nc1ccc(Cl)cc1Cl	0%	1%	13µM*	?	-9%	-2%	-13%	16µM*
CCO[C@@H]1OC(C(=O)N2CCN(Cc3ccc4c(c3)OCO4)CC2)=C[C@H](c2csc3ccccc23)[C@H]1CCCO	9%	-11%	3%	-8%	-5%	0%	?	-10%
COc1ccc(CC(=O)OCC(=O)Nc2ccc3c(c2)OCO3)cc1	6%	-4%	12%	4%	-3%	0%	6%	-3%
CC(/C=N/n1cnnc1)=C\c1ccccc1	-28%	3%	4%	0%	nt	2%	8%	-3%
Cc1cc(C)c(Cn2c3ccccc3c3cnn(CC(=O)NCCC4=CCCCC4)c(=O)c32)c(C)c1	-5%	nt	nt	-8%	nt	-1%	-6%	-2%
CNC(=O)c1c(C)nc(SCC(=O)NCc2ccc(OC)cc2)c(C#N)c1-c1ccco1	2%	0%	?	-1%	-3%	1%	-2%	-4%
CN(CC(=O)NCc1ccccn1)S(=O)(=O)c1ccc(Cl)cc1	-2%	8%	0%	8%	3%	2%	4%	1%
CCOC(=O)C1(CCOC)CCN(C(=O)c2sccc2C)CC1	1%	3%	-11%	-4%	-6%	-2%	4%	-2%
Cc1cccc(C)c1NC(=S)NCCSc1ccc(Cl)cc1	0%	-7%	5%	-23%	nt	-5%	-12%	-14%
CC(=O)c1ccc(NC(=O)CCCc2nc(-c3cccc(C)c3)no2)cc1	7%	nt	nt	-15%	nt	-1%	-3%	5%
O=C(OCC1CC(c2ccccc2)=NO1)c1ccco1 (stereo unspecified)	2%	-2%	nt	-1%	7%	-1%	-12%	7%
O=C(NNC1CC(c2ccccc2)=NN1C(=O)c1ccccc1)c1ccccc1 (stereo unspecified)	-1%	-1%	-8%	-17%	nt	-5%	2%	-9%
Cc1cc(/C=C2/SC(=S)N(c3ccc([N+](=O)[O-])cc3)C2=O)c(C)n1-c1cccnc1	6%	-5%	1.3µM*	-24%	-3%	-1%	2%	?
Cc1ccc(-c2cc3nc(-c4ccccc4)cc(N4CCC5(CC4)OCCO5)n3n2)cc1	2%	17%	?	?	43%[activator]	-2%	-6%	-12%
Cc1ccc(-c2noc(CCC(=O)NC3CCCc4ccccc43)n2)cc1 (stereo unspecified)	-13%	13%	?	-5%	3%	2%	-3%	-5%
